# Assay outcomes (PubChem BioAssay)
# HKDC1 inhibitor: HKDC1 (human) hexokinase inhibition; hit rate 0.16% among 340,000; inhibition, % at 20 µM; recombinant HKDC1, G6PDH/diaphorase resazurin coupled fluorescence; Q2TB90;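 active means inhibition above about 35% when tested at 20 µM, limit read from the data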;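 further: plate controls were DMSO wells with enzyme for no effect and DMSO wells lacking enzyme for full effect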
#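 Assay system: recombinant HKDC1 hexokinase; detection: coupled resazurin fluorescence, excitation 525 nm, emission 613 nm; benchmarks: DMSO-plus-enzyme-mix negative control, buffer-substituted positive control; compound dosing: single 20 µM dose; schedule: 90 min at room temperature in dark; also added: glucose plus 1 mM ATP as hexokinase substrates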
# mIAP inh: mouse IAP inhibition. AID 2806. purified mouse IAP, CDP-Star luminescence, 30 min. hit rate 0.2% among 330,000. inhibition, % at 10 µM;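 active means inhibition of at least 40% at 10 µM in the primary screen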;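 further: plate controls were DMSO with enzyme for no effect and no enzyme wells for full effect; values of inactives mirror those of a sister screen read the other way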
# hIAP activ: human IAP activation | P09923 | purified human IAP, CDP-Star luminescence, 30 min; hits give high values; 1 = vehicle-only enzyme, 0 = enzyme-free background | activation factor at 10 µM | hit rate 0.16% among 330,000 | AID 2524;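 active means activation factor of the enzyme at least 2-fold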; further: the source names both 10 and 20 µM as test concentration; values of inactives mirror those of a sister screen read the other way
# hIAP block: blocks human intestinal alkaline phosphatase | P09923 | hit rate 0.12% among 330,000 | purified IAP, CDP-Star luminescence, 30 min | inhibition, % at 10 µM;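 active means inhibition reaching a set limit with compound at 10 µM in the primary screen, cut at about 35% in these data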;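 further: plate controls were DMSO wells with enzyme for no effect and no-enzyme buffer wells for full effect; values of inactives mirror those of a sister screen read the other way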
# APOBEC3A inh: blocks human APOBEC3A ssDNA deamination. P31941. recombinant A3A, FAM/TAMRA ssDNA deamination fluorescence. inhibition, % at 20 µM. hit rate 0.41% among 330,000;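 active means at least 40% inhibition at 20 µM here, with at most 30% in a related deaminase screen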;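 further: plate controls were A3A with DMSO for no effect and wells lacking A3A enzyme for full effect; some results filed as inactive read as strong as hits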
# Target sequence (P31941 whole entry, looked up): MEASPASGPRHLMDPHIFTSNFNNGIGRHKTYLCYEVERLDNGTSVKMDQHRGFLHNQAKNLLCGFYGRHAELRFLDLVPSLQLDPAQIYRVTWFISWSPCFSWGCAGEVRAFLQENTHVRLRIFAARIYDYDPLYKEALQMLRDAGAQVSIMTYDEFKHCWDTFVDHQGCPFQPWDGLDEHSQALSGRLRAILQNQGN
# mIAP act: mouse IAP activation; activation factor at 10 µM; hit rate 0.24% among 330,000; muIAP, CDP-Star luminescence, 30 min; hits give high values; 1 = vehicle-only enzyme signal, 0 = enzyme-free wells;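 active means activation factor of at least 2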; further: the source names both 10 and 20 µM as test concentration; values of inactives mirror those of a sister screen read the other way
#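 System: mouse IAP enzyme. Reagent: CDP-Star chemiluminescent phosphatase substrate. Benchmarks: DMSO wells, no-enzyme wells. Times: 30 min enzyme-substrate-compound incubation at room temperature. Detection: luminescence from enzymatic CDP-Star hydrolysis. Doses: test compounds delivered from DMSO solution.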
# PfGluPho inh: PfG6PD (Plasmodium falciparum) enzyme inhibition; AID 504690; PfGluPho enzyme, NADPH resazurin-diaphorase fluorescence; inhibition, % at 20 µM; hit rate 0.78% among 350,000;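 active means inhibition reaching at least a set limit at 20 µM in the primary screen, cut at about 59% in these data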;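 further: 0% = DMSO wells with substrate and 100% = DMSO wells lacking glucose-6-phosphate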
# ATG4B inhibitor: blocks human ATG4B protease cleavage of LC3 substrate; inhibition, % at 8.33 µM; AID 504462; hit rate 0.51% among 340,000; Q9Y4P1; ATG4B cleavage of LC3-PLA2, NBD-HPC fluorescence, 1 h; in the data active means inhibition above about 40%
# Target sequence (Q9Y4P1 whole entry, looked up): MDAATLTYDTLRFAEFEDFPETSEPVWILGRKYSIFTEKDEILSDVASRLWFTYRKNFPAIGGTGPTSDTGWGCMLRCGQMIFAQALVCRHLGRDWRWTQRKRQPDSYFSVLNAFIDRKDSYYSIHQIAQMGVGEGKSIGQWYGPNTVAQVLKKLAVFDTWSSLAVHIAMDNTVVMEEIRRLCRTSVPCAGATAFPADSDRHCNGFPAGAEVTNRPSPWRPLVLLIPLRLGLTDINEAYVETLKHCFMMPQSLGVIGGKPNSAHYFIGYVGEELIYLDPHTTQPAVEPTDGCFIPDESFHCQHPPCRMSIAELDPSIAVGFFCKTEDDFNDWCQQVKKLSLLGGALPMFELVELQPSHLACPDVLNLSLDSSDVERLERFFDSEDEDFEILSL
# * marks the source's active call; other numbers are inactive results; & = joins results of further samples.
SMILES,HKDC1 inhibitor,mIAP inh,hIAP activ,hIAP block,APOBEC3A inh,mIAP act,PfGluPho inh,ATG4B inhibitor
CC(=O)Oc1oc(-c2ccccc2)nc1C=Nc1ccc(N(C)C)cc1,3,11,0.88,12,-4,0.89,10,-6
O=C(CCCN1C(=O)/C(=C\c2cccs2)SC1=S)Nc1ccccn1,-6,16,1,-3,4,0.83,-11,5
C/C(=N\NC(=O)CCc1c[nH]c2ccccc12)c1ccc([N+](=O)[O-])cc1,20,13,0.9,10,-1,0.87,15,-17
Cn1c(N=Nc2ccccc2)nc2ccccc21,8,14,1,-1,1,0.85,22,-4
COc1ccc(C)cc1NC(=O)CN1CCN(S(=O)(=O)c2ccc(Br)cc2)CC1,5,-15,1,-2,-4,1.1,20,-19
O=c1[nH]c(C2CCCN(S(=O)(=O)c3ccccc3)C2)nc2c1nnn2Cc1ccc2c(c1)OCCO2 (stereo not given),10,8,1,-4,-1,0.92,0,-1
Cc1cc(C)c(C#N)c(Nc2ccccc2)n1,-4,0,0.93,7,-2,0.99,-23,-7
O=C(CCn1c(=O)[nH]c2ccsc2c1=O)N1CCN(c2ccc([N+](=O)[O-])cc2)CC1,8,4,1,-4,4,0.96,-4,-14
CCOC(=O)C1=C(C)NC(C)=C(C(=O)OCC)C1C(=O)OCC(=O)N1CCC(C)CC1,-2&-1,3&-10,0.96&0.9,4&10,-2&0,0.97&1.1,-4&-10,2&-7
CC(C)COC(=O)n1c(=O)oc2cc(S(=O)(=O)N3CCCCC3)ccc21,-3,10,0.89,12,-2,0.9,-25,1
CC1(C)CC2(CC(c3ccccc3F)c3ccc(O)c(O)c3O2)NC(=S)N1 (stereo not given),8,8,0.88,12,-2,0.92,66*,0
CN1CCN(S(=O)(=O)c2ccc(N)cc2)CC1,-5,3,0.85,15,-3,0.97,15,-8
CCN1/C(=N\N)c2cccc3cccc1c23,12,14,0.9,10,2,0.86,38,-8
CCCCOc1ccc(C(=O)NCC(=O)NNC(=O)c2ccco2)cc1,-5,16,1.5,-50,-2,0.84,-12,-2
Nc1nc(C23CC4CC(CC(Cl)(C4)C2)C3)cs1,-1,-2,1.1,-14,-2,1,10,2
CC(C)N1CCc2c(sc(NC(=O)CN3C(=O)c4ccccc4C3=O)c2C(N)=O)C1,-10,0,1,0,-6,1,-9,-4
COCCNC(=O)C1CCN(S(=O)(=O)N2CCC3(CC2)OCCO3)CC1,-17,-7,0.9,10,-3,1.1,3,10
CCn1c(SCC(=O)Nc2ccc(N(C)C)cc2)nnc1C1CC1,-1,6,0.97,3,-3,0.94,4,-4
O=C(NCCCCNC(=O)C1CCCC1)C1CCCC1,-1,5,1,-3,3,0.95,9,1
CCOc1ccc(NC(=S)NCCN2CCN(Cc3ccccc3)CC2)cc1,6,-2,0.89,11,2,1,-15,0
CN1CCC(OC(=O)COc2ccc(C(C)(C)C)cc2)CC1,-5,-2,0.91,9,-2,1,6,2
CC(Sc1nc(N)cc(=O)[nH]1)C(=O)Nc1nc2c(s1)CCCC2 (stereo not given),-5,8,0.88,12,-4,0.92,-1,-4
Cc1cc(NC(=O)/C=C/C(=O)N(CC(=O)NC2CCCC2)c2ccc(F)cc2)no1,-3,5,0.97,3,2,0.95,1,-8
COc1ccc(Cc2noc(CN(C)CC3(N4CCOCC4)CCCCC3)n2)cc1OC,-6,-10,1,-3,-8,1.1,-6,-6
CN(Cc1ccccc1)c1ccc(S(=O)(=O)N2CCC(C(=O)O)CC2)cc1[N+](=O)[O-],-2,8,1,-2,0,0.92,-54,9
Cc1ccc2[nH]c(=O)c(CN(Cc3ccc4c(c3)OCO4)Cc3nnnn3C3CCCC3)cc2c1,4,9,0.96,4,-1,0.91,-1,-6
O=C(NCc1cccnc1)C1CCN(S(=O)(=O)c2cccnc2)CC1,-7,-7,1,-2,-3,1.1,-3,1
O=C(Nc1ccc(-c2cscn2)cc1)C1CCCN(Cc2ccccc2)C1 (stereo not given),3,-10,1.3,-28,-9,1.1,2,2
O=C(NCCCn1ccnc1)/C(=C\c1cccnc1)NC(=O)c1ccco1,-5,-6,1,-2,-4,1.1,-17,6
O=C(c1ccc(Br)cc1)c1coc2ccc(O)cc12,9,6,1,-4,5,0.94,25,-3
COC(=O)C(N)Cc1ccc(OC)c([N+](=O)[O-])c1 (stereo not given),-5,16,0.96,4,-3,0.84,3,-5
CC(C)(C)c1csc(NNC(=O)c2ccc(Br)cc2)n1,-21,6,1,-4,1,0.94,13,-6
CCOC(=O)N1CCN(C(=O)CCC(=O)c2ccc(OCC)cc2)CC1,-3,-12,1.1,-10,0,1.1,-3,-16
COC(=O)c1ccc(NC(=S)NC(=O)C2CCC2)cc1,4,8,1,-4,-5,0.93,-17,1
NC(=O)C1CCN(C(=O)/C=C/c2cccc(Br)c2)CC1,-2,-1,0.87,13,-1,1,-10,-7
COc1ccccc1N1CCN(/N=C/c2ccc(C(=O)O)cc2)CC1,0,5,0.89,11,-3,0.95,7,-2
COc1cccc(CNc2nc3ccc(C)cc3n3cnnc23)c1,-7,0,1.1,-5,1,1,21,6
O=C(Cc1ccc(F)cc1)Nc1cccc(-c2cn3c(n2)SCC3)c1,4,-15,1,-4,-4,1.2,-2,5
Cc1ccn2cc(-c3cccc(S(=O)(=O)N4CCCC4)c3)nc2c1,7,9,1.1,-6,-6,0.91,17,-5
Cn1c(SCC#N)nnc1-c1cccnc1,-12,-2,0.91,9,-1,1,-1,-4

# Some of these compounds in order of the mIAP act value, lowest first.
SMILES | HKDC1 inhibitor | mIAP inh | hIAP activ | hIAP block | APOBEC3A inh | mIAP act | PfGluPho inh | ATG4B inhibitor
CN(Cc1ccccc1)c1ccc(S(=O)(=O)N2CCC(C(=O)O)CC2)cc1[N+](=O)[O-] | -2 | 8 | 1 | -2 | 0 | 0.92 | -54 | 9
O=C(NCCCn1ccnc1)/C(=C\c1cccnc1)NC(=O)c1ccco1 | -5 | -6 | 1 | -2 | -4 | 1.1 | -17 | 6
O=C(Cc1ccc(F)cc1)Nc1cccc(-c2cn3c(n2)SCC3)c1 | 4 | -15 | 1 | -4 | -4 | 1.2 | -2 | 5

# A draw from above in order of number of heavy atoms, smallest number first:
SMILES,HKDC1 inhibitor,mIAP inh,hIAP activ,hIAP block,APOBEC3A inh,mIAP act,PfGluPho inh,ATG4B inhibitor
Cn1c(SCC#N)nnc1-c1cccnc1,-12,-2,0.91,9,-1,1,-1,-4
O=C(c1ccc(Br)cc1)c1coc2ccc(O)cc12,9,6,1,-4,5,0.94,25,-3
COC(=O)c1ccc(NC(=S)NC(=O)C2CCC2)cc1,4,8,1,-4,-5,0.93,-17,1
O=C(Cc1ccc(F)cc1)Nc1cccc(-c2cn3c(n2)SCC3)c1,4,-15,1,-4,-4,1.2,-2,5
Cc1cc(NC(=O)/C=C/C(=O)N(CC(=O)NC2CCCC2)c2ccc(F)cc2)no1,-3,5,0.97,3,2,0.95,1,-8
Cc1ccc2[nH]c(=O)c(CN(Cc3ccc4c(c3)OCO4)Cc3nnnn3C3CCCC3)cc2c1,4,9,0.96,4,-1,0.91,-1,-6

# (cont.)
SMILES,HKDC1 inhibitor,mIAP inh,hIAP activ,hIAP block,APOBEC3A inh,mIAP act,PfGluPho inh,ATG4B inhibitor
Cc1ccnc(NS(=O)(=O)c2ccc(NC(=O)c3cc(=O)c4ccccc4o3)cc2)n1,1,0,1.1,-14,4,1,-10,9
Cc1cccc(-n2nnnc2-c2cnccc2C(F)(F)F)c1C,0,-2,0.97,3,4,1,31,-15
CCCN(CCC)CCNC(=O)c1cn(C)c(=O)c2c1c1ccccc1n2C,0,0,1,-2,-1,1,-5,9
Cc1ccc(NC(=O)CN(C)C(=O)CCSc2ccc(F)cc2)cc1,-4,-1,1.1,-10,2,1,8,-16
O=C(COC(=O)c1nc(Cl)ccc1Cl)NCc1ccc(Cl)cc1Cl,-4,9,1,0,-6,0.91,-5,39
COc1ccc(NC(=O)c2nc(-n3nc(C)cc3C)ccc2Cl)cc1Cl,-1,15,0.87,13,-2,0.85,3,-13
COc1ccc(C(=O)COC(=O)CCC(=O)Nc2ccc(C(C)=O)cc2)cc1,1,4,0.96,4,-5,0.96,-14,11
COc1ccc(-n2c(=O)[nH]cc(C(=O)Nc3ccccc3)c2=O)cc1,-1,-5,1.1,-6,0,1,-13,-3
O=C(NC(=S)NCc1ccccc1)c1ccc2c(c1)OCO2,14,4,0.86,14,3,0.95,15,25
COC(=O)c1c(NC(=O)C(C)C)sc2c1CCN(Cc1ccccc1)C2,-2,-11,0.86,14,0,1.1,-5,-6
COc1ccc2c(c1OC)C(=O)OC2N1C(=O)CC[C@H]1C(=O)Nc1ccc2c(c1)OCO2 (stereo not given in full),0,11,0.83,17,-3,0.89,15,-4
Cc1sc2nc(CSCC(=O)NC(C)(C)C)[nH]c(=O)c2c1C,-7,10,1.1,-11,4,0.9,0,-7
Cc1cc(C)cc(OCC(=O)NCc2nc(-c3ccccc3)no2)c1,-3,-6,1.2,-18,-5,1.1,11,1
CC(C)C(=O)c1cn(CC(=O)NCC2CCCO2)c2ccccc12 (stereo not given),3,1,0.89,11,1,0.99,-12,2
N#CCCN(Cc1ccccc1)C(=S)Nc1ccccc1,-7,-22,0.99,1,-1,1.2,-11,7
Cc1cc(C(F)(F)F)nn1CC(=O)N(C)C1CCCCC1,-10,-5,1.1,-11,-3,1.1,-18,-9
COc1cccc2cc(/C(C)=N/Nc3nc(-c4cc(C)ccc4C)cs3)c(=O)oc12,2,6,0.81,19,-1,0.94,22,16
COc1cccc(NC(=O)c2sc3nc(N4CCOCC4)c4c(c3c2N)CCCC4)c1,12,-4,1,-2,2,1,58,-11
CC(C)[C@H](NC(=O)c1ccco1)C(=O)OCC(=O)N(C)c1ccccc1,6,-5,1.1,-9,-4,1.1,1,10
CCCn1c(=O)c(C(=O)NCc2ccco2)c(O)c2ccccc21,-13,6,0.86,14,0,0.94,-7,-8
CCOC(=O)Cc1c(C)nc2c(-c3ccccc3OC)c(C)nn2c1C,-6,1,1,-3,6,0.99,-2,-9
O=C(Cc1cccs1)Nc1cc(S(=O)(=O)N2CCCCC2)ccc1Cl,-1,-7,0.98,2,8,1.1,17,-8
Cc1ccc(CN2CCN(c3ncccn3)CC2)o1,-4,1,1.2,-16,-3,0.99,-13,5
CC(Oc1ccc(C(=O)NCCc2ccccc2)cc1)C(=O)O (stereo not given),-8,7,0.98,2,0,0.93,0,-7
